Compound activity: PubChem BioAssay, National Center for Advancing Translational Sciences (NCATS)
RGS4 inh: inhibitors of human regulator of G protein signaling 4; Transcreener GDP fluorescence polarization, RGS4-accelerated GTP hydrolysis; Potency, µM (titrated, usually from 114 µM), for the others: top-dose activity change, negative = inhibition, most hits filed as inhibitors; 390,000 compounds, 0.039% hits; P49798; note: % is set by controls: 0 for no effect and ±100 for the full control effect; nearly all actives have a fitted effect of over 75% in size; some results filed as inactive show a strong effect at the top dose
Target sequence (P49798 whole entry, looked up): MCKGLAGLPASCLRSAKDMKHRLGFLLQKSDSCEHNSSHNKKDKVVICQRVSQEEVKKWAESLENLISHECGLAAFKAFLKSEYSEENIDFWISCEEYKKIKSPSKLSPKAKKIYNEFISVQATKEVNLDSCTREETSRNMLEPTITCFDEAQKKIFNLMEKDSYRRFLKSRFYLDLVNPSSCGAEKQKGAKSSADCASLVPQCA
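MLSMR compounds (23 nl, pin-transferred) preincubated 10 min at room temperature with a 500nM (2x) first reagent, then RGS4 at 900nM (2x) plus Transcreener GDP mix added; fluorescence polarization (620/688 nm) read before and after 90 min at 30 °C.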
TrxR1 substrate: substrates of rat thioredoxin reductase 1; O89049; purified TrxR1 substrate turnover, NADPH consumption readout; Potency, µM (top dose mostly 114 µM), for inactives: top-dose activity change, negative = substrate turnover; 390,000 compounds, 0.01% hits; note: % is set by controls: 0 for no effect and ±100 for the full control effect; nearly all actives have a fitted effect of over 50% in size
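Rat TrxR1, dispensed at 90 nM, was prereduced with 400 uM NADPH (final) for 5 min at ~22 deg C, then incubated with compound 15 min before 400 uM selenite. A first-read NADPH fluorescence drop versus no-compound background flagged substrates.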
12-LOX inh: blocks human arachidonate 12S-lipoxygenase | P18054 | purified 12hLO, xylenol orange hydroperoxide absorbance | Potency, µM (doses to about 108 µM), inactives show top-dose activity change, negative = inhibition, most hits filed as inhibitors | 580,000 compounds, 1.1% hits | AID 1671190; note: % is set by controls: 0 for no effect and ±100 for the full control effect
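Purified human 12hLO (150 nM final) in 25 mM Hepes, 0.01% Triton X-100, pH 7.0 was preincubated 15 min at room temperature with compound. Then 40 uM arachidonic acid was added, 30 min. Hydroperoxide was read by Fe-XO absorbance ratio 573/405 nm.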
RXFP1 ag: agonists of human relaxin receptor RXFP1; Q9HBX9; HEK293T-RXFP1 cAMP TR-FRET, 30 min; response scale: percent of porcine relaxin response, buffer zero; Potency, µM (top dose mostly 57.5 µM), for inactives: top-dose activation, actives largely listed as activators; 370,000 compounds, 0.3% hits; AID 2676; note: % is set by controls: 0 for no effect and ±100 for the full control effect; nearly all actives have a fitted effect of over 60% in size; many of its hits are not listed in these tables
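HEK293 cells stably expressing RXFP1, treated 30 min at 37C with compounds plus PDE4 inhibitor Ro 20174; cAMP measured by HTRF TR-FRET. Normalized to buffer and 29 nM porcine relaxin; EC50 by Hill fit.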
Vif-APOBEC3G blk: blocks the Vif interaction with human APOBEC3G; Q9HC16; HeLa A3G-eYFP + Vif (tagged APOBEC3G with the HIV-1 protein that degrades it), YFP fluorescence, overnight; Potency, µM (series often up to 46.1 µM), for inactives: at the highest dose activity, negative = active, most hits filed as inhibitors; 410,000 compounds, 0.076% hits;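 note: % is set by controls: 0 for no effect and ±100 for the full control effect; nearly all actives have a fitted effect of over 60% in size; hits raise eYFP signal because A3G escapes Vif-driven loss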
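Read-out is eYFP fluorescence (Ex 488/Em 500-530) from Vif-expressing HeLa A3G-eYFP cells; more signal means A3G escaped Vif-mediated degradation. Cells plated overnight, compound pinned in, incubated overnight at 37 deg C.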
Vif-APOBEC3F blk: blocks the Vif interaction with APOBEC3F | HeLa A3F-eYFP + Vif (tagged APOBEC3F with the HIV-1 protein that degrades it), YFP fluorescence increase | Potency, µM (series often up to 46.1 µM), inactives show top-dose activity, negative = active | 390,000 compounds, 0.2% hits | AID 602313; note: % of control where 0% means no effect; nearly all actives have a fitted effect of over 65% in size
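HeLa cells stably expressing A3F-eYFP plus Vif, plated and incubated overnight at 37 deg C, then exposed to compounds overnight at 37 deg C. Blocked degradation read as raised yellow fluorescence (Ex 488/Em 500-530).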
TrxR1 inh: rat TrxR1 inhibition | recombinant rTrxR1, NADPH fluorescence consumption, selenite substrate | Potency, µM (titrated, usually from 114 µM), for the others: at the highest dose activity change, negative = inhibition, hits mostly inhibitors | 390,000 compounds, 1% hits | AID 588453; note: % is set by controls: 0 for no effect and ±100 for the full control effect; nearly all actives have a fitted effect of over 65% in size
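Rat TrxR1 (90 nM in the dispensed reagent) was pre-reduced with 400 uM NADPH for 5 min at room temperature, then incubated with compound for 15 min. After 400 uM selenite was added, NADPH fluorescence (Ex 340/Em 450 nm) was followed for 8 min.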
USP1-UAF1 inh: blocks the human USP1/UAF1 deubiquitinase complex. Potency, µM (series often up to 57.1 µM), for inactives: top-dose activity change, negative = inhibition, usual class: inhibitors. 390,000 compounds, 0.23% hits. O94782. recombinant USP1/UAF1, Ub-Rhodamine cleavage fluorescence. AID 743255; note: % is set by controls: 0 for no effect and ±100 for the full control effect; nearly all actives have a fitted effect of over 60% in size; inactives centre near -12
Target sequence (O94782 whole entry, looked up): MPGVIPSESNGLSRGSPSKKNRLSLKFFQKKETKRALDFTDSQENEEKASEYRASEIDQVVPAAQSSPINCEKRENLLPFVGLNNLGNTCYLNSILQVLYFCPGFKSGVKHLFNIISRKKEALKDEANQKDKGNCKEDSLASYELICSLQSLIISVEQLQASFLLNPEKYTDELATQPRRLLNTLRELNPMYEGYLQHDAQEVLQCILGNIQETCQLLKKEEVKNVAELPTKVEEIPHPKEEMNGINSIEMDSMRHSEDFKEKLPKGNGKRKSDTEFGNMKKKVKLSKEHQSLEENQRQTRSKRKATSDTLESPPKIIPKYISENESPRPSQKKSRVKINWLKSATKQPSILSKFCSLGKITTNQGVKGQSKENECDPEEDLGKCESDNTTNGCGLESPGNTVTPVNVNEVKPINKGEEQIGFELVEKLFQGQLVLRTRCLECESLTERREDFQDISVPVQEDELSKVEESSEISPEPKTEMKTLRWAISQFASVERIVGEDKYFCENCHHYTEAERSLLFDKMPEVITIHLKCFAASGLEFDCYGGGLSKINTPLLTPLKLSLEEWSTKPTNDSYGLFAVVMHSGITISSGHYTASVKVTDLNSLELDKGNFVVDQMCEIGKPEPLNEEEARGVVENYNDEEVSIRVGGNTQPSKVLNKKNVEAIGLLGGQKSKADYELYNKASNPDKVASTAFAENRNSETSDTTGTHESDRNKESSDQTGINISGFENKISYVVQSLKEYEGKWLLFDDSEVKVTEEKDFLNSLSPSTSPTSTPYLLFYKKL
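In this screen, compounds sit with the deubiquitinase complex (1nM) for 15 min at room temperature before Ub-Rho is added at 150nM final. Fluorescence rise is then followed for 6 reads every 60 seconds.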
mIDH1 inhibitor: blocks human mutant IDH1 R132H enzyme. O75874. IDH1-R132H enzyme, NADPH consumption, diaphorase/resazurin fluorescence. Potency, µM (doses to about 76.6 µM), for inactives: at the highest dose activity change, negative = inhibition, most hits filed as inhibitors. 390,000 compounds, 0.093% hits. AID 602179; note: % is set by controls: 0 for no effect and ±100 for the full control effect; nearly all actives have a fitted effect of over 65% in size
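IDH1-R132H (0.5 ug/mL dispensed) in pH 7.5 Tris buffer was preincubated 30 min with compound, then given a substrate mix of 0.016 mM NADPH and 2 mM alpha-KG for 80 min at room temperature; remaining NADPH was read by diaphorase/resazurin fluorescence.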
An asterisk follows results filed as active; ? = inconclusive; / = not tested or not shown; & = joins results of further samples; [ ] = remark or other dose. Calls come from the whole dose curve; as a rule, active = well fitted curve in the direction sought with a large enough effect; inconclusive = small, poorly fitted or top-dose-only effect, or another doubt; inactive = no such curve, though single readings can be large; an effect the other way counts as inactive or inconclusive. Potency is the fitted concentration of half-maximal effect.

Under each structure – RGS4 inh	TrxR1 substrate	12-LOX inh	RXFP1 ag	Vif-APOBEC3G blk	Vif-APOBEC3F blk	TrxR1 inh	USP1-UAF1 inh	mIDH1 inhibitor
CCc1ccc(NC(=O)CC2C(=O)NCCN2C(=O)c2ccc(F)cc2)cc1 (stereo not given)
 : 24.7%&-8.4%	4.5%&2.5%	0.0%&-22.4%	0.9%&-2.1%	3.4%&1.3%	-43.4%&0.6%	13.6%&15.5%	-4.5%&-23.0%	6.1%&15.3%
CC(=O)NCCc1ccc(C(=O)COC(=O)C2CCCCC2)cc1
 : -28.3%	4.5%[57.1 µM]	2.5%	/	1.7%	-1.8%	-1.4%[11.4 µM]	-16.3%	1.8%
O=C(CCCNS(=O)(=O)c1ccc(F)cc1)Nc1ccc(F)cc1
 : -13.7%	2.5%	-0.3%	-1.0%	-1.3%	3.2%	24.2%	-10.1%	0.6%
CCOc1ccc(-c2cc3cc(OC)c(OC)cc3c(C)n2)cc1
 : 7.1%	8.8%[57.1 µM]	-9.1%	1.0%	0.2%	12.4%	24.5%[57.1 µM]	-5.7%	18.0%
Cc1ccsc1C(=O)OCC(=O)Nc1cccc(S(=O)(=O)NC2=NCCCCC2)c1
 : 0.4%[56.9 µM]	8.0%	-2.3%	1.5%	-0.7%	12.3%	-1.3%	-15.6%	2.9%
Cc1nn(Cc2ccc(Cl)cc2)c(C)c1NC(=O)C1CC=CCC1C(=O)O (stereo not given)
 : 6.9%	0.6%	-0.6%	0.0%	1.1%	/	-1.7%	-17.3%	1.7%
C[C@H]1C(=O)N(S(=O)(=O)c2ccccc2[N+](=O)[O-])[C@H]1c1ccc(-c2ccccc2)cc1
 : -17.0%	-2.3%	/	/	1.6%	/	?	/	/
CNS(=O)(=O)c1ccc(NC(=O)C2c3ccccc3Oc3ccccc32)cc1
 : -20.7%	-7.0%	-0.1%&6.3%	0.2%	-13.8%	-2.8%	1.6%	-0.3%	-0.4%
CCOC(=O)C1CCN(C(=O)C23CC4CC(CC(C4)C2)C3)CC1
 : 14.1%	-11.4%	2.1%	0.4%	3.3%	3.6%	1.4%[57.1 µM]	-1.5%	0.5%
N#C/C(=C\c1ccccc1)C(=O)NNS(=O)(=O)c1ccc(Br)cc1
 : ?	9.6%[57.1 µM]	?	/	2.2%	-22.7%	?	-20.9%	-4.7%
CCOC(=O)C(=Cc1ccccc1)C(=O)c1ccccc1
 : /	/	-10.9%	/	?	7.9%	/	-28.7%	6.3%
Cc1ccc(-n2nc(C)c3nc(CCC(=O)Nc4ccc(F)cc4)c(=O)n(C)c32)cc1
 : -31.8%	-0.7%[57.1 µM]	-15.7%	6.2%	1.6%	-2.9%	5.4%[57.1 µM]	-12.9%	7.6%
CCc1nnc(NC(=O)c2cccc(S(=O)(=O)N(C)c3ccc(OC)cc3)c2)s1
 : -37.9%	5.0%[57.1 µM]	-6.4%	-0.3%	-0.4%	7.6%	21.2%	-10.0%	-0.2%
O=C(Nc1ccc2c(c1)OCO2)C1CCCN(S(=O)(=O)c2cccs2)C1 (stereo not given)
 : -4.6%	-4.5%[57.1 µM]	/	2.4%	-1.2%	-8.5%	-18.6%[57.1 µM]	5.7%	2.1%
COC(=O)/C=C/c1ccc(OC(=O)c2ccncc2)cc1
 : -1.0%	-10.9%	-10.3%	-1.9%	-0.2%	-2.6%	-20.0%	0.6%	0.3%

Reformatted with each value named: three of the compounds above.
Structure: Cc1nn(Cc2ccc(Cl)cc2)c(C)c1NC(=O)C1CC=CCC1C(=O)O (stereo not given)
- RGS4 inh: 6.9%
- TrxR1 substrate: 0.6%
- 12-LOX inh: -0.6%
- RXFP1 ag: 0.0%
- Vif-APOBEC3G blk: 1.1%
- Vif-APOBEC3F blk: /
- TrxR1 inh: -1.7%
- USP1-UAF1 inh: -17.3%
- mIDH1 inhibitor: 1.7%
Structure: C[C@H]1C(=O)N(S(=O)(=O)c2ccccc2[N+](=O)[O-])[C@H]1c1ccc(-c2ccccc2)cc1
- RGS4 inh: -17.0%
- TrxR1 substrate: -2.3%
- 12-LOX inh: /
- RXFP1 ag: /
- Vif-APOBEC3G blk: 1.6%
- Vif-APOBEC3F blk: /
- TrxR1 inh: ?
- USP1-UAF1 inh: /
- mIDH1 inhibitor: /
Structure: CNS(=O)(=O)c1ccc(NC(=O)C2c3ccccc3Oc3ccccc32)cc1
- RGS4 inh: -20.7%
- TrxR1 substrate: -7.0%
- 12-LOX inh: -0.1%&6.3%
- RXFP1 ag: 0.2%
- Vif-APOBEC3G blk: -13.8%
- Vif-APOBEC3F blk: -2.8%
- TrxR1 inh: 1.6%
- USP1-UAF1 inh: -0.3%
- mIDH1 inhibitor: -0.4%

Following part
Under each structure – RGS4 inh	TrxR1 substrate	12-LOX inh	RXFP1 ag	Vif-APOBEC3G blk	Vif-APOBEC3F blk	TrxR1 inh	USP1-UAF1 inh	mIDH1 inhibitor
Cc1nn(C)c(Cl)c1NC(=O)OCc1ccc(F)cc1
 : 16.0%	-4.7%	5.6%	-5.1%	-0.3%	-1.0%	-4.6%	-6.8%	16.5%
Cc1nn(CCCNC(=O)C2CCCO2)cc1Br (stereo not given)
 : 6.2%	4.8%[57.1 µM]	-8.2%	1.2%	0.6%	-0.5%	-4.0%[57.1 µM]	-4.1%	-3.6%
CCN(CC(=O)Nc1ccc(NC(C)=O)cc1)C(=O)c1ccc2c(c1)S(=O)(=O)N=C1CCCCCN12
 : -25.9%	22.5%	?	0.0%	-0.3%	-6.8%	49.1%[activator]	-20.7%	6.6%
O=C(Nn1cnnc1)c1cc([N+](=O)[O-])cc([N+](=O)[O-])c1
 : 27.3%	-12.5%	4.7%	4.1%	1.4%	7.9%	-12.3%	-1.6%	0.7%
O=C(CCNC(=O)c1ccccc1Cl)Nc1nc2ccccc2[nH]1
 : -8.0%	-5.5%	-2.7%	/	-0.3%	-0.1%	9.1%[57.1 µM]	-6.2%	0.9%
O=c1c([N+](=O)[O-])cccn1Cc1cccc(Cl)c1
 : 6.5%	-4.6%	-19.8%	2.1%	2.1%	1.7%	15.7%	-19.4%	-5.4%
COc1ccc(CCC(=O)NNC(=S)Nc2cccc(C(C)=O)c2)cc1
 : 18.6%	7.2%[57.1 µM]	-18.8%	-0.3%	-0.7%	16.6%	-7.0%[57.1 µM]	-16.8%	7.2%
O=C(c1cn(-c2ccccc2)nc1-c1cccnc1)N1CCCCC1
 : 12.4%[56.9 µM]	1.8%	22.4%	1.1%	-0.5%	-5.1%	16.4%	-6.4%	1.6%
COc1cc2c(cc1OC)C(=O)CCS2
 : 3.3%	23.2%[57.1 µM]	90.5%[activator]	-0.8%	-0.1%	1.1%	1.8%[57.1 µM]	-7.7%	4.0%
COc1cccc2cc(C(=O)C3=C(O)C(=O)N(Cc4ccco4)C3c3cccnc3)oc12 (stereo not given)
 : -41.7%	-15.8%	/	25.1µM*	2.3%	1.5%	?	-14.0%	-4.3%
Cc1ccn2c(=O)c(C(=O)NCCCN3CCCC3=O)c(O)nc2c1
 : -3.3%	45.9%[activator]	-5.9%	6.7%	1.3%	0.2%	22.1%	-13.8%	18.0%
CC(=O)c1sc(NC(=O)c2cccc(C)c2)nc1C
 : -11.3%	-16.5%	-2.3%	6.2%	0.5%	8.8%	13.4%[57.1 µM]	-16.7%	3.8%
O=C(CCc1ccccc1)NNC(=O)C12CC3CC(CC(C3)C1)C2
 : 10.4%	11.8%	10.6%	-0.5%	-5.5%	-14.7%	19.5%	-11.3%	2.0%
COc1ccccc1NCc1cccn1-c1nnc(N2CCCCCC2)s1
 : -6.8%	1.5%	5.3%	-2.7%	-4.2%	-2.7%	-5.9%	-27.0%	14.0%
Cc1ccc(NC(=O)CSc2nnc3scc(-c4ccccc4)n23)cc1
 : -1.1%	0.4%	-6.1%	8.0%	/	/	11.0%	-20.9%	/
Cc1ccc(N(C)S(=O)(=O)c2cccc(C(=O)NC3CC(C)(C)NC(C)(C)C3)c2)cc1
 : -27.9%	7.5%[57.1 µM]	-29.4%&-1.6%	-1.9%	5.2%	0.2%	15.4%[57.1 µM]	-16.5%	0.7%
CCOC(=O)c1ccc(CSc2nnc(-c3ccncc3)n2N)cc1
 : 15.6%	15.0%[57.1 µM]	-25.4%	2.9%	2.5%	7.5%	32.5%[57.1 µM]	5.0%	4.6%
CN(C)c1ccc(/C=C2\SC(=S)N(Nc3ncc(C(F)(F)F)cc3Cl)C2=O)cc1
 : 13.7%	-7.9%[57.1 µM]	-18.1%	-1.6%	?	10µM*	-6.0%[57.1 µM]	25.1µM*	5.4%
COc1ccc(C=NNc2nc3ccccc3s2)cc1
 : 16.3%	-8.1%	1.3%	/	0.0%	1.6%	3.4%	1.1%	-8.0%
COc1ccc(N2CCN(C(=O)CSc3nnc(C4CC4)n3C3CC3)CC2)cc1
 : /	/	?	/	2.7%	-1.9%	/	1.2%	-3.8%
O=C(NNS(=O)(=O)c1ccc(Cl)cc1)c1sccc1-n1cccc1
 : -36.7%	0.5%	-6.4%	-1.7%	0.1%	-9.2%	-4.5%	-15.9%	2.8%

Not all compounds are listed; rates above refer to the full screens.
